Source: PubChem BioAssay (several laboratories)
Shn3 inh set2: reduction of Shn3 3'UTR firefly luciferase signal, primary screen, Schnurri-3 inhibitor project, cell-based, Clone20 osteoblasts, set 2; Clone20 osteoblast Shn3 3'UTR firefly luciferase, 24 h; inhibition, % at 12.5 µM; 360,000 compounds, 0.52% hits; AID 588674, 2011;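 active = mean inhibition of at least 75% with every replicate also reaching 75%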;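 also: 0% = median of neutral control wells and 100% = pilot-screen positive control compound; some compounds past the cut are filed as inactive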
MITF TRPM1 inh: inhibitors of MITF-dependent TRPM1 promoter reporter, primary screen, cell-based, SK-MEL-5, single point, luciferase. 330,000 compounds, 0.83% hits. inhibition, % at 12.5 µM. SK-MEL-5 TRPM1 promoter luciferase, 24 h;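 active = mean inhibition across replicates of 60% or more, whatever share of single replicates reaches that level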; also: values of inactives mirror those of a sister screen read the other way
KKLEB tox: cytotoxicity in KKLEB CF airway cells, primary screen, cytotoxicity control for CF NF-kB inhibitor project, cell-based, uHTS, fluorescence assay plates. KKLEB CF airway cells viability, ATPlite luminescence, overnight; stronger effect = lower value; cells stimulated with P. aeruginosa culture filtrate. activity change (cytotoxicity), % at 5 µM. 360,000 compounds, 0.36% hits. AID 602141, 2011;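 active = corrected activity change at or below -50% at 5 µM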
TWEAK-Fn14 inh: inhibitors of TWEAK-Fn14 signaling, primary screen, luciferase reporter cells, uHTS | TWEAK-stimulated Fn14 reporter cells, luciferase luminescence, 8 h | inhibition, % at 10 µM | 360,000 compounds, 2% hits | AID 1159606, 2016; in the data active = inhibition above about 50%
HIF-2a inh: HIF-2a reporter inhibitors, primary screen, luminescence, 786-0 RCC cells; 786-0 RCC cells HIF-2a reporter, luciferase luminescence, overnight; inhibition, % at 18.8 µM; 360,000 compounds, 0.72% hits;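 active = inhibition of the luminescence signal of 40% or more relative to plate controls, in a single-dose primary screen at 18.75 µM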
NR2E3 ag-1: NR2E3 agonists in two-hybrid cells, primary screen, cell-based, luminescence, CHO-S, Gal4-NCOR/VP16-NR2E3 | luciferase | inhibition of corepressor binding, % at 3.98 µM | 360,000 compounds, 0.35% hits | AID 602229, 2012;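 active = inhibition above the mean of all tested compounds plus 3 SD, cut at about 70% in these data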;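 also: 0% = DMSO with NR2E3 transfected cells and 100% = cells lacking NR2E3 construct; higher means lower luciferase signal from less NR2E3 corepressor binding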
Target sequence (Q9Y5X4 whole entry, looked up, the tested form may be a part): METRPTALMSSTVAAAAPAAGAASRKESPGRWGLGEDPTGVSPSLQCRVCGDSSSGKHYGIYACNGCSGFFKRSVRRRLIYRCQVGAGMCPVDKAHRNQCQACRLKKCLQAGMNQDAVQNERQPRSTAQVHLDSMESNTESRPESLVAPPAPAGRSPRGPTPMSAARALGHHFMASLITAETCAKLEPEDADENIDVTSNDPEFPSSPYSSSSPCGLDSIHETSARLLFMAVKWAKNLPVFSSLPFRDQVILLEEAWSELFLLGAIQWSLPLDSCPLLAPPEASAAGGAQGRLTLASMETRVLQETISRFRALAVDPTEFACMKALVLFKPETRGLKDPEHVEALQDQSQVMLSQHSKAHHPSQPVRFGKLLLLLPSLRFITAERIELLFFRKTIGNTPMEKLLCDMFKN
Peg3 prom inh: Peg3 promoter-driven luciferase inhibitors, primary screen, cell-based, HeLa, luciferase luminescence | HeLa PEG-Prom luciferase reporter, overnight | inhibition, % at 20 µM | 360,000 compounds, 1.7% hits;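 active = inhibition of at least 50% at 20 µM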
NR2E3 ag-2: inhibitors of NR2E3-RetCOR corepressor binding, primary screen, NR2E3 agonist project, biochemical, TR-FRET, GST-NR2E3, biotin-RetCOR. Photoreceptor-specific nuclear receptor (Homo sapiens), Q9Y5X4. 1536-well. inhibition of corepressor binding, % at 4.78 µM. 320,000 compounds, 0.12% hits. AID 2300, 2010;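 active = percent inhibition above the cutoff of mean plus 3 SD of all tested compounds, set per screening campaign, cut at about 20% in these data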;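 also: 0% = DMSO wells and 100% = biotin wells as full block of FRET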
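system = GST-tagged NR2E3 plus biotinylated RetCOR corepressor | input = 1.35 nM GST-NR2E3 | also added = 7 nM biotin-RetCOR | schedule = 5 h incubation at 4 °C | measured by = TR-FRET with europium anti-GST and streptavidin-D2, 340 nm excitation | read-out = percent loss of FRET ratio relative to control wells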
TRAIL sens C8: viability loss with TRAIL in NB7+C8 cells, primary screen, TRAIL sensitizer project, cell-based, ATPlite luminescence; inhibition (viability loss, TRAIL sensitization), % at 10 µM; 360,000 compounds, 1% hits; AID 624354, 2012;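 active = compounds causing at least 50% loss of cell viability in the single-dose screen, relative to plate controls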
TROY signal inh: inhibitors of TROY-driven NF-kB signaling, primary screen, Q293 LMP1-TROYcd cells, NF-kB luciferase, uHTS; inhibition, % at 10 µM; Q293 LMP1-TROYcd NF-kB luciferase reporter, 4 h; AID 1347056, 2019; 360,000 compounds, 0.98% hits;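 active = compounds whose plate-normalised and pattern-corrected inhibition of the luciferase reporter signal at the single screening dose is 50% or more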
CF NFkB block: inhibitors of PAF-induced NF-kB signaling, primary screen, cell-based, GFP fluorescence, uHTS | 360,000 compounds, 0.86% hits | inhibition, % at 5 µM | KKLEB NF-kB-GFP reporter, GFP fluorescence overnight | AID 588850, 2011;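 active = at least 50% inhibition at 5 µM, scaled per plate between neutral and stimulator controls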;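 also: PAF is a Pseudomonas aeruginosa culture filtrate used as stimulus; plate controls were PAF-stimulated DMSO wells for no effect and unstimulated DMSO wells for full effect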
* hit, by the source's call; / = not tested or not shown. A portion of the library; the hit share may differ from the screen's.

SMILES	Shn3 inh set2	MITF TRPM1 inh	KKLEB tox	TWEAK-Fn14 inh	HIF-2a inh	NR2E3 ag-1	Peg3 prom inh	NR2E3 ag-2	TRAIL sens C8	TROY signal inh	CF NFkB block
C=CCn1c(=O)c2c(nc3n2CCS3)n(C)c1=O	-6	-4	10	13	4	10	9	2	-1	-5	2
CC1CN(c2ccc([N+](=O)[O-])cc2Cl)CCN1S(C)(=O)=O (stereo not drawn)	1	-1	-9	3	11	-2	-1	-1	8	1	-17
CC1(C(=O)NS(=O)(=O)c2cccs2)CCN1C(=O)Cc1ccccc1 (stereo not drawn)	2	/	6	-5	8	25	8	/	1	-5	-8
CSc1nnc(C)c(=O)n1COC(=O)c1ccccc1	/	4	8	-11	3	4	2	1	-4	17	-26
CC(=O)NC(CC(=O)NNC(=O)c1cccs1)c1ccccc1 (stereo not drawn)	-7	-4	-1	3	-1	10	-10	-3	9	-1	-2
O=C(Nc1ccc2c(c1)OCO2)c1cc(C2CCCN(C(=O)C3CCCCC3)C2)on1 (stereo not drawn)	8	/	-2	-22	-71	-19	-28	/	12	-26	-9
O=C(CC1C(=O)NCCN1C(=O)Nc1ccccc1)Nc1ccc(F)cc1 (stereo not drawn)	-15	6	4	-16	9	-13	12	1	-9	-11	8
Cc1ccc(-n2ncc(Br)c(Br)c2=O)cc1	96*	83*	-36	78*	92*	0	102*	/	1	69*	69*
Cn1cc(CNC(=O)C23CC4CC(CC(C4)C2)C3)cn1	-25	-7	-16	6	14	-13	6	0	3	-2	21
COC(=O)c1ccc(S(=O)(=O)N2CCCN(Cc3ccc(F)cc3)CC2)n1C	17	16	-4	7	25	17	18	-2	1	11	16
O=C(NNC(=O)c1ccc(-c2ccccc2)cc1)Nc1ccc(F)cc1F	2	-4	-1	-11	-22	-9	0	3	-18	-13	-3
COc1ccc2ccccc2c1C1CC(=O)N2CN(Cc3ccco3)CSC2=C1C#N (stereo not drawn)	-16	/	-9	-2	12	-10	1	4	-12	-2	-10
COc1ccc(C2C(=O)N(C3CCCCCC3)CC(=O)N2Cc2ccccc2)cc1OC (stereo not drawn)	42	10	-7	-17	16	-12	26	1	-10	-1	-5
O=P(OC1CCCCC1)(OC1CCCCC1)C(O)c1c(Cl)cccc1Cl (stereo not drawn)	8	-1	15	8	-2	-18	21	-2	0	-41	-11
ON=C1CCN(c2ncc(C(F)(F)F)cc2Cl)CC1	-13	-4	-6	12	-8	4	4	4	-14	-12	3
CC(=O)Nc1ccc(S(=O)(=O)NCc2ccc3c(c2)cc(C)n3C)cc1	-14	/	3	6	3	-13	9	3	-6	1	-11
COc1cc2c(c(OC)c1OC)-c1c(cc3c(c1OC)OCO3)C[C@H](C)[C@@](C)(O)C2	-84	4	7	13	14	-23	1	2	2	-12	-13
Cc1ccc(C(=O)NN2C(=O)/C(=C/c3cn(C)c4ccccc34)SC2=S)cc1	55	-13	-22	-13	-28	-7	-29	2	9	-22	5
Cc1ccccc1NC(=O)c1ccc(S(=O)(=O)C(F)F)cc1	-32	-26	-24	-31	-35	-13	-41	1	-6	-20	0
COc1ccccc1C1=CC(=O)C[C@H](c2ccc3c(c2)OCO3)C1	1	11	-10	6	8	-42	20	1	24	5	9
CC1CCCCN1C(=O)NC12CC3CC(CC(C3)C1)C2 (stereo not drawn)	-6	10	12	-2	12	-16	5	-1	-17	-2	15
COC(=O)C1C(c2ccc(OC)cc2)C(C(=O)OC)S(=O)(=O)C(CCN2CCCCC2)S1(=O)=O (stereo not drawn)	-1	15	6	25	15	12	-5	-3	-16	-8	8
CCC(C)(C)n1nnnc1CN1CCN(c2nc3cc(OC)ccc3cc2C#N)CC1	/	-19	-8	40	7	15	16	-3	-9	37	8
COc1ccc(Nc2c3c(nc4c(-c5ccccc5)c(C)nn24)CCC3)cc1	-17	7	5	-12	13	15	9	-1	-5	12	-8
O=C(NCc1cccnc1)c1ccc(COc2ccc(Cl)cc2Cl)o1	-12	/	-4	-7	8	-17	2	-3	0	8	-2
(continued)
SMILES	Shn3 inh set2	MITF TRPM1 inh	KKLEB tox	TWEAK-Fn14 inh	HIF-2a inh	NR2E3 ag-1	Peg3 prom inh	NR2E3 ag-2	TRAIL sens C8	TROY signal inh	CF NFkB block
O=C(CSc1nc(-c2ccco2)cc(C(F)(F)F)n1)NCc1cccs1	8	0	1	5	19	8	18	-1	7	2	-3
O=C1Cc2ccccc2C(=O)N1OCc1ccc(Cl)cc1Cl	5	5	-1	-25	2	0	-2	0	1	-17	12
CCOC(=O)N1CCN(c2cc(N)c([N+](=O)[O-])cc2F)CC1	6	4	-1	-1	3	-11	-9	0	-8	35	0
O=C(c1ccc(N2C(=O)C3C4CC(C(Br)C4Br)C3C2=O)cc1)N1CCCCC1 (stereo not drawn)	3	/	-8	-22	8	18	3	/	3	-10	19
COCCN(C(=O)CCC(=O)Nc1ccccn1)C(C(=O)NCCC(C)C)c1ccc(OC)cc1 (stereo not drawn)	-6	-3	16	23	13	-15	-2	0	-2	5	-8
O=C(Nc1ccc(OCC(=O)N2CCOCC2)cc1)c1cc(F)c(F)cc1Cl	-11	-9	9	30	-39	-3	-47	1	28	-12	8
CN1/C(=C\C=C(/C#N)C(=O)Nc2ccccc2F)C(C)(C)c2ccccc21	15	-9	-28	-26	7	4	17	4	2	3	-36
CC(C)c1ccccc1NC(=S)N1CCN(Cc2ccc3c(c2)OCO3)CC1	9	15	-4	1	10	-2	11	2	-4	-9	12
OCCC1CN(Cc2cc3c(cc2Cl)OCO3)CCN1C1CCCC1 (stereo not drawn)	4	-5	4	4	7	-9	-12	8	7	0	-17
COC(=O)c1ccc(NC(=O)c2c(Br)cnn2C)cc1	-3	-8	7	-2	-39	-28	-35	0	22	-6	-3
Cc1nn(CCOc2ccc(Br)cc2)c(C)c1[N+](=O)[O-]	5	-3	-17	-4	-6	5	7	2	3	-2	7
Cc1cc(C)c2cc(CN(CCO)Cc3nnnn3Cc3ccccc3)c(=O)[nH]c2c1	2	4	-3	18	11	-8	-3	-1	-3	/	18
Cc1nc(C)n(CCNS(=O)(=O)c2ccc(C)c(C)c2)n1	-24	13	0	7	11	-29	11	0	-7	5	1
CCNS(=O)(=O)c1ccc(CCC(=O)N2CCN(c3cc(Cl)ccc3C)CC2)cc1	53	22	11	43	19	-11	22	1	19	26	1
Cc1nn(C2CCS(=O)(=O)C2)c(C)c1C=O (stereo not drawn)	-1	0	3	29	19	-13	14	-2	-4	0	-2
OC(c1ccccc1)c1ncc(-c2ccc(Oc3ccccc3)cc2)[nH]1 (stereo not drawn)	-12	/	2	2	-139	-75	-99	/	-5	12	4
CC(c1n[nH]c(=S)n1-c1ccc(F)cc1)N1CCCCC1 (stereo not drawn)	-15	4	6	-5	13	-20	-5	0	19	5	4
COc1ccc(-n2cc(CNC(C)c3ccncn3)c(-c3cccc(F)c3)n2)cc1 (stereo not drawn)	10	-12	4	8	-51	18	-27	-2	-7	-42	-11
COC(=O)C1=C(C)NC(=O)NC1c1ccc2c(c1)OCO2 (stereo not drawn)	0	-9	-5	13	14	-18	9	-2	5	-7	4
NS(=O)(=O)c1ccc(NC(NC(=O)c2cccnc2)C(Cl)(Cl)Cl)cc1 (stereo not drawn)	10	-1	12	2	23	-19	2	-3	-9	9	1
O=C(O)Cc1ccc(Oc2ncc(C(F)(F)F)cc2Cl)cc1	-5	-10	6	-2	10	-41	2	2	1	-23	2
Cc1ccc(NC(=O)CN(C)C(=O)Cn2ccsc2=N)cc1	0	10	-6	0	20	-8	2	1	8	0	3
O=C(CC1CCCCC1)NCc1ccco1	-5	14	7	-7	-6	-22	-12	-3	-31	-19	-12
O=C(CN1C(=O)c2cccc([N+](=O)[O-])c2C1=O)NCc1ccccc1	-5	-4	-2	0	19	-25	13	0	-15	-3	5
CCOC(=O)c1c(NC(=O)CSC2=NN3CCCC(=O)N=C3S2)sc2c1CCCCC2	39	/	-20	10	-2	1	-12	1	-16	14	3
The list goes on:
SMILES	Shn3 inh set2	MITF TRPM1 inh	KKLEB tox	TWEAK-Fn14 inh	HIF-2a inh	NR2E3 ag-1	Peg3 prom inh	NR2E3 ag-2	TRAIL sens C8	TROY signal inh	CF NFkB block
O=C(CSCc1ccccc1Cl)N/N=C/c1ccco1	8	0	2	1	-40	-18	-13	0	1	-37	1
CCCN1C(=O)SC(CC(=O)Nc2ccccc2C)C1=O (stereo not drawn)	-38	14	17	18	11	8	12	3	-12	15	3
CCOC(=O)C1=CC[C@@H](c2cc(OC)c(OC)c(OC)c2)N(S(=O)(=O)c2ccc(C)cc2)[C@H]1C(=O)OCC	-8	13	-9	-14	13	-19	4	/	4	-24	15
CC(C)(C)c1nc2c(C#N)c(-c3ccc(Cl)cc3)ccn2n1	2	4	-1	0	-71	-19	-51	2	5	-5	10
CN(Cc1cccc2cnccc12)C(=O)c1cc(COc2ccc(F)cc2Cl)on1	46	-26	-21	7	-85	37	-113	-1	18	-4	10
CCN(CC)c1ccc(C=NCCc2ccc(S(N)(=O)=O)cc2)cc1	13	-4	5	-7	5	15	3	-1	1	-14	-35
CCCCNC(=O)CNC(=O)c1nn(-c2ccc(OC)cc2)c(=O)c2ccccc12	21	-2	1	11	12	-8	-7	4	-5	3	-1
CC1=C(C(=O)OCc2ccccc2)C(c2ccccc2Cl)NC(=O)N1C (stereo not drawn)	3	2	-9	0	27	26	13	0	1	9	16
COc1ccc(S(=O)(=O)N2CCC[C@H]2C(=O)N2CCC[C@H]2C(=O)NCc2ccccc2)cc1C	/	/	/	16	6	-12	/	/	11	10	/
CC(=O)Nc1ccc(S(=O)(=O)/N=C2\C(=O)c3ccccc3C([O-])=C2n2cc[n+](-c3ccccn3)c2)cc1	/	48	10	12	-9	-30	-2	2	5	6	-40

A second format for some results above:
Molecule | Shn3 inh set2 | MITF TRPM1 inh | KKLEB tox | TWEAK-Fn14 inh | HIF-2a inh | NR2E3 ag-1 | Peg3 prom inh | NR2E3 ag-2 | TRAIL sens C8 | TROY signal inh | CF NFkB block
CC(C)(C)c1nc2c(C#N)c(-c3ccc(Cl)cc3)ccn2n1 | 2 | 4 | -1 | 0 | -71 | -19 | -51 | 2 | 5 | -5 | 10
CN(Cc1cccc2cnccc12)C(=O)c1cc(COc2ccc(F)cc2Cl)on1 | 46 | -26 | -21 | 7 | -85 | 37 | -113 | -1 | 18 | -4 | 10
CCN(CC)c1ccc(C=NCCc2ccc(S(N)(=O)=O)cc2)cc1 | 13 | -4 | 5 | -7 | 5 | 15 | 3 | -1 | 1 | -14 | -35
